Mtb BioA inh – blocks M. tuberculosis BioA enzyme activity; inhibition, % at 9.99 µM; 360,000 compounds, 0.096% hits; purified M. tuberculosis BioA enzyme, plate reader; in the data active means inhibition above about 40%
Numbers without * were called inactive. The list is partial; count on the stated rates, not on these rows.

SMILES | Mtb BioA inh
C[C@H](CO)N1C[C@H](C)[C@@H](CN(C)CC2CC2)Oc2c(NC(=O)C3CCOCC3)cccc2C1=O | -0.7
Cc1noc(C)c1S(=O)(=O)Nc1ccc2c(c1)C(=O)N([C@H](C)CO)C[C@H](C)[C@@H](CN(C)Cc1ccccc1)OCCCC[C@H](C)O2 | 1.1
C[C@H](NC(=O)C[C@@H]1CC[C@H]2[C@@H](COC[C@@H](O)CN2C(=O)Nc2cc(Cl)cc(Cl)c2)O1)c1ccccc1 | 0.9
C[C@H](CO)N1C[C@H](C)[C@@H](CN(C)S(=O)(=O)c2ccc(F)cc2)Oc2c(cccc2N(C)C)C1=O | 1.8
C[C@@H]1CN([C@H](C)CO)S(=O)(=O)c2ccc(-c3ccc(F)cc3)cc2O[C@H]1CN(C)Cc1cccc(F)c1 | 0.4
O=C(Cc1ccncc1)N1CC[C@@H]2[C@H]1c1cc(-c3ccccc3F)ccc1N[C@@H]2CO | 0.9
COc1ccc(S(=O)(=O)Nc2ccc3c(c2)C(=O)N([C@@H](C)CO)C[C@H](C)[C@H](CN(C)Cc2ccccc2)OCCCC[C@H](C)O3)cc1 | 4.8
COc1ccc(CN(C)C[C@@H]2OCCCC[C@H](C)Oc3ccc(NC(=O)c4ccccc4)cc3C(=O)N([C@@H](C)CO)C[C@@H]2C)cc1 | -0.2
CN1c2ccc(-c3ccc(C#N)cc3)cc2[C@@H]2[C@@H](CCN2S(=O)(=O)c2cccc(F)c2)[C@@H]1CO | -1.6
CN1c2ccc(-c3ccc(F)cc3)cc2[C@H]2[C@H](CCN2S(=O)(=O)c2ccc(F)cc2)[C@@H]1CO | -0.2

Other compounds
SMILES | Mtb BioA inh
C[C@@H]1CN([C@H](C)CO)S(=O)(=O)c2ccc(-c3cccc(C#N)c3)cc2O[C@H]1CN(C)C(=O)Nc1ccccc1F | 1.3
C[C@@H]1CN([C@H](C)CO)C(=O)c2cc(NC(=O)c3ccncc3)ccc2O[C@@H](C)CCCCO[C@H]1CN(C)C(=O)Nc1cccc2ccccc12 | 3.7
COCC(=O)Nc1ccc2c(c1)C(=O)N(C)[C@@H]1CC[C@H](CC(=O)NCC3CC3)O[C@H]1CO2 | -2.8
O=S(=O)(N[C@@H]1CC[C@@H](CCn2cc(C3(O)CCCC3)nn2)O[C@H]1CO)c1ccc(Cl)cc1 | 1.7
C[C@H]1CN([C@@H](C)CO)C(=O)Cc2cc(NS(=O)(=O)c3ccc(Cl)cc3)ccc2O[C@@H]1CN(C)Cc1ccncc1 | -0.5
C[C@H](NC(=O)C[C@H]1C[C@@H]2c3cc(NC(=O)C4CCC4)ccc3O[C@@H]2[C@@H](CO)O1)c1ccccc1 | 0.5
Cc1cc(C(=O)Nc2cccc3c2O[C@@H](CN(C)Cc2ccc(Oc4ccccc4)cc2)[C@@H](C)CN([C@H](C)CO)C3=O)n(C)n1 | 0.8
C[C@@H]1CN([C@@H](C)CO)C(=O)c2cc(N(C)C)ccc2O[C@@H](C)CCCCO[C@@H]1CN(C)Cc1ccccc1 | -1.3
CNC[C@@H]1Oc2c(cccc2N(C)C)C(=O)N([C@H](C)CO)C[C@H]1C | -1.7
COCC(=O)N1C[C@H](C)[C@H](OC)CN(C)C(=O)c2cc(NC(=O)c3cnccn3)ccc2OC[C@@H]1C | -0.2

The closing three records of the section before lead into the next.
SMILES | Mtb BioA inh
C[C@@H]1CN([C@@H](C)CO)C(=O)c2cc(N(C)C)ccc2O[C@@H](C)CCCCO[C@@H]1CN(C)Cc1ccccc1 | -1.3
CNC[C@@H]1Oc2c(cccc2N(C)C)C(=O)N([C@H](C)CO)C[C@H]1C | -1.7
COCC(=O)N1C[C@H](C)[C@H](OC)CN(C)C(=O)c2cc(NC(=O)c3cnccn3)ccc2OC[C@@H]1C | -0.2
CN1CCN(C(=O)[C@@H]2[C@@H](CO)[C@@H]3Cn4c(ccc(-c5cncnc5)c4=O)[C@@H]3N2CC2CC2)CC1 | -1.0
CNC(=O)C[C@@H]1CC[C@H]2[C@@H](COc3ccc(NC(=O)c4ccccc4OC)cc3C(=O)N2C)O1 | 2.5
Cc1noc(C)c1S(=O)(=O)Nc1ccc2c(c1)C(=O)N([C@@H](C)CO)C[C@@H](C)[C@H](CN(C)C(=O)C1CCCCC1)OCCCC[C@@H](C)O2 | -0.7
C[C@H](CO)N1C[C@H](C)[C@H](CN(C)S(=O)(=O)c2ccc(F)cc2)Oc2ccc(NS(=O)(=O)c3ccc(Cl)cc3)cc2C1=O | -0.8
C[C@@H]1CN([C@@H](C)CO)C(=O)c2cc(NC(=O)c3ccncc3)ccc2O[C@@H](C)CCCCO[C@H]1CN(C)Cc1ccc(C(=O)O)cc1 | 0.2
CO[C@@H]1CN(C)C(=O)c2ccc(NC(=O)c3cnccn3)cc2OC[C@@H](C)N(C(C)=O)C[C@H]1C | 1.3
C[C@H]1CN([C@@H](C)CO)C(=O)Cc2cc(NC(=O)Cc3cn(C)c4ccccc34)ccc2O[C@@H]1CN(C)CC1CC1 | 2.6
Cc1noc(C)c1NC(=O)Nc1ccc2c(c1)CC(=O)N([C@H](C)CO)C[C@@H](C)[C@@H](CN(C)C(=O)Nc1ccc(F)cc1)O2 | 0.0
C[C@@H]1CN([C@@H](C)CO)C(=O)c2cc(NS(=O)(=O)c3ccccc3)ccc2O[C@@H]1CN(C)C(=O)Nc1ccccc1 | 0.6
CC(C)CC#Cc1ccc2c(c1)O[C@@H](CN(C)C(=O)c1cccnc1)[C@@H](C)CN([C@H](C)CO)S2(=O)=O | 9.8

The results go on:
SMILES | Mtb BioA inh
C[C@@H]1CN([C@@H](C)CO)C(=O)c2cc(NC(=O)CCCN(C)C)ccc2O[C@@H](C)CCCCO[C@H]1CN(C)Cc1ccc(C(F)(F)F)cc1 | 2.2
CNC[C@H]1Oc2c(NC(=O)Nc3ccc(F)cc3)cccc2C(=O)N([C@@H](C)CO)C[C@@H]1C | -3.5
C[C@H](CO)N1C[C@H](C)[C@@H](CN(C)Cc2ccc(-c3ccccc3)cc2)Oc2ccc(NS(=O)(=O)c3ccc(F)cc3)cc2C1=O | -1.1
C[C@H]1CCCCO[C@@H](CN(C)C(=O)NC2CCCCC2)[C@@H](C)CN([C@@H](C)CO)C(=O)c2cc(N(C)C)ccc2O1 | -0.7
C[C@H]1CN([C@@H](C)CO)C(=O)c2cccc(NC(=O)C3CCCCC3)c2O[C@H]1CN(C)C(=O)Nc1ccccc1 | 0.2
CC(C)C#Cc1ccc2c(c1)O[C@@H](CN(C)Cc1cncnc1)[C@H](C)CN([C@@H](C)CO)S2(=O)=O | 0.6
Cc1ccc(S(=O)(=O)Nc2ccc3c(c2)C(=O)N([C@@H](C)CO)C[C@@H](C)[C@H](CN(C)Cc2ccc(Cl)c(Cl)c2)O3)cc1 | -0.5
C[C@H](CO)N1C[C@H](C)[C@@H](CN(C)Cc2ccc(C(F)(F)F)cc2)Oc2c(NC(=O)c3ccc(-c4nccs4)cc3)cccc2C1=O | 0.0
Cc1ccc(S(=O)(=O)N(C)C[C@@H]2Oc3ccc(NS(=O)(=O)c4cccs4)cc3C(=O)N([C@H](C)CO)C[C@H]2C)cc1 | 1.0
C[C@@H]1CN([C@H](C)CO)C(=O)c2cccc(NC(=O)Nc3ccc(C(F)(F)F)cc3)c2O[C@H]1CN(C)S(=O)(=O)c1ccc(F)cc1 | 3.3

Reprinted from the part before: two compounds, then new ones.
SMILES | Mtb BioA inh
Cc1ccc(S(=O)(=O)N(C)C[C@@H]2Oc3ccc(NS(=O)(=O)c4cccs4)cc3C(=O)N([C@H](C)CO)C[C@H]2C)cc1 | 1.0
C[C@@H]1CN([C@H](C)CO)C(=O)c2cccc(NC(=O)Nc3ccc(C(F)(F)F)cc3)c2O[C@H]1CN(C)S(=O)(=O)c1ccc(F)cc1 | 3.3
CN1c2ccc(Br)cc2[C@@H]2[C@@H](CCN2C(=O)Nc2ccccc2F)[C@@H]1CO | 0.3
CO[C@@H]1CN(C)C(=O)c2ccc(NC(=O)Cc3ccccc3)cc2OC[C@H](C)N(CC2CC2)C[C@@H]1C | 0.0
C[C@@H]1CN([C@@H](C)CO)C(=O)c2cc(Br)cnc2O[C@@H]1CN(C)C(=O)c1ccccc1F | -1.3
Cc1cccc(S(=O)(=O)N2CCCCN3[C@H](CO)[C@@H](c4ccc(C#CC(C)C)cc4)[C@@H]3C2)c1 | -5.2
C[C@@H]1CCCCO[C@@H](CN(C)Cc2ccc3c(c2)OCO3)[C@@H](C)CN([C@@H](C)CO)C(=O)c2cc(NC(=O)Nc3ccc4c(c3)OCO4)ccc2O1 | -1.6
CN(C)C(=O)c1cccc(-c2ccc([C@H]3[C@H]4CN(S(C)(=O)=O)CCCCN4[C@H]3CO)cc2)c1 | -3.9
C[C@@H]1CN([C@H](C)CO)C(=O)Cc2cc(NC(=O)Nc3ccc(C(F)(F)F)cc3)ccc2O[C@@H]1CN(C)S(=O)(=O)c1cn(C)cn1 | 1.7
CO[C@@H]1CN(C)C(=O)c2ccc(NC(=O)C3CCC3)cc2OC[C@H](C)N(C(=O)CN(C)C)C[C@@H]1C | -2.0
O=C(C[C@H]1C[C@H]2c3cc(NC(=O)C4CCC4)ccc3O[C@H]2[C@H](CO)O1)NCc1ccc(-c2ccccc2)cc1 | -1.5
Cc1noc(C)c1NC(=O)Nc1cccc2c1O[C@@H](CN(C)CC1CCCCC1)[C@@H](C)CN([C@@H](C)CO)C2=O | 0.0

(further entries)
SMILES | Mtb BioA inh
C[C@H]1CN([C@@H](C)CO)C(=O)c2cccc(NC(=O)C3CCCCC3)c2O[C@@H]1CN(C)C(=O)Nc1ccc2c(c1)OCO2 | -0.1
C[C@@H]1CCCCO[C@@H](CN(C)S(=O)(=O)c2cccs2)[C@@H](C)CN([C@@H](C)CO)C(=O)c2cc(NC(=O)Nc3ccc(C(F)(F)F)cc3)ccc2O1 | -2.5
C[C@@H]1CN([C@@H](C)CO)C(=O)c2cccc(NC(=O)c3cnccn3)c2O[C@@H]1CN(C)Cc1ccccc1 | -0.7
CNC[C@@H]1OCCCC[C@H](C)Oc2ccc(NC(=O)Nc3ccc4c(c3)OCO4)cc2C(=O)N([C@H](C)CO)C[C@@H]1C | -3.2
COC(=O)[C@H]1[C@H](CO)[C@H]2Cn3c(ccc(-c4ccncc4)c3=O)[C@H]2N1Cc1cccc(F)c1 | 6.1
C[C@@H]1CCCCO[C@@H](CN(C)C(=O)c2ccccc2)[C@H](C)CN([C@@H](C)CO)C(=O)c2cc(N(C)C)ccc2O1 | 7.3
Cc1ccccc1S(=O)(=O)N1C[C@@H](O)COC[C@@H]2O[C@@H](CC(=O)NCc3ccccc3Cl)CC[C@H]21 | -0.7
O=C(Nc1ccc(F)cc1)N[C@H]1CC[C@@H](CCn2cc(-c3ccc(F)cc3)nn2)O[C@H]1CO | 10.0
CC(C)c1cn(CC[C@@H]2CC[C@H](NS(=O)(=O)c3ccc(Cl)cc3)[C@H](CO)O2)nn1 | 0.3
CC(C)NC(=O)N[C@H]1CC[C@@H](CC(=O)N2CCCCC2)O[C@@H]1CO | 4.0

In another format: entries from further up
SMILES: CC(C)c1cn(CC[C@@H]2CC[C@H](NS(=O)(=O)c3ccc(Cl)cc3)[C@H](CO)O2)nn1
  Mtb BioA inh: 0.3
SMILES: CC(C)NC(=O)N[C@H]1CC[C@@H](CC(=O)N2CCCCC2)O[C@@H]1CO
  Mtb BioA inh: 4.0

The list goes on.
SMILES | Mtb BioA inh
C[C@@H]1CN([C@@H](C)CO)C(=O)c2cc(C#Cc3cccc(F)c3)cnc2O[C@@H]1CN(C)C(=O)C1CC1 | -0.5
COC(=O)[C@@H]1[C@@H](CO)[C@@H]2Cn3c(cccc3=O)[C@@H]2N1C(=O)C1CC1 | 1.0
CC(C)NC(=O)Nc1ccc2c(c1)C(=O)N([C@@H](C)CO)C[C@H](C)[C@H](CN(C)C(=O)Nc1ccc3c(c1)OCO3)O2 | -2.6
OC[C@H]1[C@H](c2ccc(-c3ccccc3F)cc2)[C@@H]2CN(Cc3cccnc3)CCCCN12 | -1.3
CO[C@@H]1CN(C)C(=O)c2cc(NC(=O)C3CC3)ccc2OC[C@@H](C)N(Cc2ccccc2C(=O)O)C[C@H]1C | 0.9
COc1cccc(-c2ccc([C@H]3[C@H](CO)N4CCCCN(Cc5cncnc5)C[C@@H]34)cc2)c1 | 0.9
CO[C@H](CN(C)C(=O)Nc1ccc(Cl)cc1)[C@@H](C)CN(Cc1ccccc1Cl)[C@H](C)CO | 2.4
CO[C@H]1CN(C)C(=O)c2ccc(NS(C)(=O)=O)cc2OC[C@@H](C)N(Cc2ccccc2)C[C@H]1C | -0.9
CN1c2ccc(-c3cccc(C#N)c3)cc2[C@H]2[C@H](CCN2S(=O)(=O)c2ccccc2F)[C@H]1CO | -4.1
CC(C)NC(=O)Nc1ccc2c(c1)CC(=O)N([C@@H](C)CO)C[C@H](C)[C@@H](CN(C)Cc1ccc(-c3ccccc3)cc1)O2 | -1.3

Other compounds.
SMILES | Mtb BioA inh
O=S(=O)(N[C@@H]1CC[C@@H](CCn2cc(C3(O)CCCC3)nn2)O[C@@H]1CO)c1ccccc1 | 0.2
Cn1cnc(S(=O)(=O)N2CCCCN3[C@@H](CO)[C@H](c4ccc(C#CC5CCCC5)cc4)[C@@H]3C2)c1 | -4.2
N#C[C@H]1[C@H](c2ccc(-c3ccccc3F)cc2)[C@H](CO)N1C(=O)c1ccccn1 | -0.7
O=C(Nc1ccc(C(F)(F)F)cc1)N[C@@H]1CC[C@@H](CC(=O)N2CCCCC2)O[C@H]1CO | -3.3
C[C@@H]1CN([C@H](C)CO)C(=O)c2cc(NC(=O)CCC(F)(F)F)ccc2O[C@H]1CN(C)S(C)(=O)=O | 0.7
CC(C)NC(=O)Nc1ccc2c(c1)C(=O)N([C@H](C)CO)C[C@H](C)[C@H](CN(C)C)OCCCC[C@H](C)O2 | 1.2
C[C@H](CO)N1C[C@H](C)[C@@H](CN(C)Cc2ccc(Cl)c(Cl)c2)Oc2ccc(NC(=O)C3CCCCC3)cc2C1=O | -0.5
C[C@@H]1CN([C@@H](C)CO)C(=O)Cc2cc(NC(=O)c3ccncc3)ccc2O[C@@H]1CN(C)Cc1ccc2c(c1)OCO2 | -0.1
Cc1noc(C)c1NC(=O)Nc1ccc2c(c1)C(=O)N([C@@H](C)CO)C[C@H](C)[C@@H](CN(C)S(=O)(=O)c1ccc(Cl)cc1)OCCCC[C@H](C)O2 | -2.2
